DDE Tn7 FP inh: inhibitors of Tn7 peptide binding to human fibrin DD(E); FP displacement of FITC-Tn7 peptide from fibrin DD(E); 0% = median of compound wells per plate; inhibition, % at 8.3 µM; 370,000 tested, 0.13% active; AID 720508;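 active means inhibition above the mean of compounds falling within the control limits plus 3 SD of them, cut at about 14% in these data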;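 further: 0% = plate median of compound wells and 100% = 10 µM Aha-Tn7 peptide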
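Assay system: Fibrin-DD(E) protein isolated from polymerized human fibrin clots; read-out basis: percent inhibition; medium: Tris/NaCl/CaCl2 buffer, pH 7.8; signal: FP measurement; incubation: 10 min plus 3 h, room temperature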
ARFGAP1 inhibitor: rat ARFGAP1 inhibition | Q62848 | Arfgap1-stimulated ARF1 GTP hydrolysis, GDP FP detection | inhibition, % at 16.5 µM | 360,000 tested, 0.26% active | AID 651572;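 active means inhibition above a per-plate limit, mean inhibition of low control wells plus 3 SD, cut at about 25% in these data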;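 further: 0% = DMSO wells with enzyme and 100% = wells lacking Arfgap1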
Target sequence (Q62848 1-136 limits assumed): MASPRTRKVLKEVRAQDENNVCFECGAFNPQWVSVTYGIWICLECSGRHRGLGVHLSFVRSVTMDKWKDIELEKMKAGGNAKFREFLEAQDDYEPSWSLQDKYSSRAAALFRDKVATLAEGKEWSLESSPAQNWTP
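Material: rat Arfgap1 GAP domain (His6, aa 1-136), purified enzyme. Also added: human ARF1(Δ1-17)-GTP substrate. Compound dosing: 16.5 µM single point, 1.26% DMSO. Timing: enzyme reaction 120 min at 25 °C after 20 min preincubation. Signal: GDP detection by fluorescence polarization. Read-out basis: percent inhibition of GAP-stimulated GDP formation, scaled between DMSO and no-Arfgap1 medians.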
PLC-gamma1 inh: inhibitors of human phospholipase C gamma1 | P19174 | purified PLC-gamma1, fluorogenic substrate, fluorescence | inhibition, % at 12.2 µM | 370,000 tested, 0.84% active; in the data active means inhibition above about 9.5%
SIAE inh: inhibitors of human sialic acid acetylesterase SIAE. inhibition, % at 9.66 µM. SIAE FP-Rh probe binding, fluorescence polarization. 370,000 tested, 0.69% active. Q9HAT2;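 active means inhibition above a cutoff: mean of compounds within the control limits plus 3 SD of those, cut at about 17% in these data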;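 further: 0% = plate median of compound wells and 100% = probe without SIAE protein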
ASAP1 inh: blocks human ASAP1-stimulated Arf1 GTP hydrolysis. inhibition, % at 16.5 µM. AID 624377. 360,000 tested, 0.19% active. Q9ULH1. GDP FP detection; in the data active means inhibition above about 25%;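 further: 0% = vehicle with enzyme and substrate and 100% = no enzyme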
Target sequence (Q9ULH1 325-724 limits assumed): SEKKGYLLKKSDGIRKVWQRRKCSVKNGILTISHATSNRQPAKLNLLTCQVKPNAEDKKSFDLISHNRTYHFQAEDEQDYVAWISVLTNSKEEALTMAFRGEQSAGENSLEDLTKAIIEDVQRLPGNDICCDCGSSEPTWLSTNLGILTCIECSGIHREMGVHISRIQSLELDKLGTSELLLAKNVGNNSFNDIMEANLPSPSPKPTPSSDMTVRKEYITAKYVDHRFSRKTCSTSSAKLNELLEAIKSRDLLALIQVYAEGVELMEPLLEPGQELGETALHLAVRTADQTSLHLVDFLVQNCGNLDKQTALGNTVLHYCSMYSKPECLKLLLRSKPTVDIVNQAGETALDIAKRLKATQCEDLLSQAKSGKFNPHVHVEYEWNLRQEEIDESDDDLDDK
Tn6 DDE FP: DD(E)-Tn6 binding inhibition, primary FP screen. P02675. Fibrin DD(E) TRITC-Tn6 fluorescence polarization displacement. inhibition, % at 8.3 µM. 370,000 tested, 0.21% active. AID 720509;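 active means inhibition above a per-campaign cutoff: mean of compounds within control limits plus 3 SD, cut at about 15% in these data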;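 further: 0% = median of all compound wells on the plate and 100% = blocking peptide control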
ADAM10 inh: inhibits human ADAM10; O14672; recombinant ADAM10, EDANS/DABCYL FRET peptide cleavage, 3 h; inhibition, % at 7 µM; 370,000 tested, 0.62% active; AID 720582;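 active means inhibition above a per-campaign cutoff equal to the mean of compounds falling between control-based bounds plus 3 SD, cut at about 20% in these data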;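 further: 0% = DMSO wells while the 100% control is not disclosed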
Target sequence (O14672 214-748 limits assumed): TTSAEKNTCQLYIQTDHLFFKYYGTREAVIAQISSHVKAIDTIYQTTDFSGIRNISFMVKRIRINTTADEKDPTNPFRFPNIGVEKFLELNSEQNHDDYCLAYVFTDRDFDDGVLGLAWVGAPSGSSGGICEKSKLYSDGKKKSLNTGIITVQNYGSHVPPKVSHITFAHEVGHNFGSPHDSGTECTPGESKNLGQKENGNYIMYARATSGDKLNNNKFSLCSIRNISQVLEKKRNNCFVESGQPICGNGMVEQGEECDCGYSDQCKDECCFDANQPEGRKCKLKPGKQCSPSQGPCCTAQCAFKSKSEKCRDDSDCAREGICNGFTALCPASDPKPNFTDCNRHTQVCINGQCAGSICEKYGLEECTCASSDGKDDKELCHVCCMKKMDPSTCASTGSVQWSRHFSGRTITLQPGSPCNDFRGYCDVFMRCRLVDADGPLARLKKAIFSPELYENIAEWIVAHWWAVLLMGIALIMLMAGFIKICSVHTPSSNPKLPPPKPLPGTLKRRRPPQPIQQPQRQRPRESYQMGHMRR
PLCb3 inh: PLC-beta3 (human) inhibition, primary screen. Q01970. Purified PLC-beta3, fluorogenic substrate, fluorescence. inhibition, % at 12.2 µM. 370,000 tested, 0.18% active. AID 720704; in the data active means inhibition above about 11%;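 further: 0% = median of compound wells on plate and 100% = full blocker control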
ADAM17 inh: inhibits human ADAM17; P78536; recombinant ADAM17, EDANS/DABCYL FRET peptide cleavage; inhibition, % at 6.95 µM; 370,000 tested, 0.83% active; AID 720648;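 active means inhibition above the mean of compounds lying between control limits plus 3 SD, set per campaign, cut at about 8.5% in these data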;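 further: 0% = DMSO-only wells as the low control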
TDP2 inh: blocks human TDP2 phosphodiesterase activity; recombinant TDP2, T5PNP hydrolysis, p-nitrophenol absorbance 415 nm; 370,000 tested, 0.34% active; AID 720702; inhibition, % at 12.8 µM; O95551;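 active means inhibition above the mean of all tested compounds plus 3 SD, set per campaign, cut at about 25% in these data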;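 further: 0% = DMSO with enzyme and 100% = buffer with substrate but no TDP2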
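Test system: human TDP2 enzyme; Input: 120 nM TDP2 per well; Buffer or medium: Mg2+-containing Tris-HCl buffer, pH 7.5; Reagent: 5 mM T5PNP; Dosing: 12.8 µM single point, 1% DMSO; Incubation: reaction 2 h, 37 °C; Detection: p-Nitrophenol epi absorbance; Read-out: % inhibition relative to enzyme-containing and enzyme-free wells; Replicates: single well per compound.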
Numbers without * were called inactive; . = not tested or not shown. Compounds as they come; any-hit rate near 3.6%.

SMILES	DDE Tn7 FP inh	ARFGAP1 inhibitor	PLC-gamma1 inh	SIAE inh	ASAP1 inh	Tn6 DDE FP	ADAM10 inh	PLCb3 inh	ADAM17 inh	TDP2 inh
Cc1cccc2cc(COC(=O)C3CCCCC3)c(=O)[nH]c12	-4	8	3	-1	2	0	3	7	1	-8
CCn1cc(C(=O)NCC2CCCO2)c(=O)c2cc(S(=O)(=O)N(C)C3CCCCC3)ccc21 (stereo not drawn)	0	-7	2	-2	-5	0	-11	-3	-1	-7
Nc1nonc1-c1nc2ccccc2n1Cc1ccc(F)cc1	0	-1	1	-8	1	-11	-1	-2	-1	-7
C=CCOC(=O)c1ccc(N2CCN(c3ccccc3)CC2)nc1	-2	40*	-2	-8	12	4	2	-6	5	-26
COc1ccc(-c2noc(C(C)NS(=O)(=O)c3ccc(NC(C)=O)cc3)n2)cc1 (stereo not drawn)	-2	-9	0	9	11	8	-3	-2	0	-7
OC(Cc1cccc(C=NN2CCOCC2)n1)(C(F)(F)F)C(F)(F)F	-2	9	-1	0	13	-8	-9	2	-6	-2
Cc1ccc(S(=O)(=O)N(C)c2c(C)ccc(S(N)(=O)=O)c2C)cc1	-3	0	-2	10	-2	-9	3	4	1	9
COC(=O)C1CN(C2CC2)CCS(=O)(=O)N1Cc1cn(Cc2ccc(F)cc2)nn1 (stereo not drawn)	4	.	3	1	.	2	-2	0	-2	10
N/C(=N\OC(=O)Cc1cccs1)c1ccc([N+](=O)[O-])cc1	1	-4	-3	-1	4	-3	-6	-1	-3	2
CN1CCN(c2ccc3c(c2)OC[C@H](Cc2ccccc2)NS3(=O)=O)CC1	4	-12	-3	5	-7	9	-7	3	-4	5
Cc1cc(C(=O)CN(Cc2ccc(F)cc2)S(=O)(=O)c2ccc3c(c2)OCCO3)c(C)n1C	-1	-3	2	-6	0	7	-7	-2	1	3
Cc1nn(Cc2ccc(Cl)cc2)c(C)c1NC(=O)c1noc2c1CCc1ccccc1-2	-3	13	-1	4	1	-2	-12	2	-1	-2
CCOc1cc(NC(=O)C2CC2)c(OCC)cc1NC(=O)c1cc(OC)c(OC)c(OC)c1	6	-6	0	1	-6	0	1	-12	-4	9
O=C(NC(Cc1ccccc1)C(=O)O)C1CCCCC1 (stereo not drawn)	0	2	0	1	-3	-1	-2	2	-3	2
COc1cccc(CNC(=O)CCC2CCCN(c3cc(C)nc(N4CCCC4)n3)C2)c1 (stereo not drawn)	-2	4	-1	1	9	8	3	2	-4	6

The closing 2 records of the part before open the next one:
SMILES	DDE Tn7 FP inh	ARFGAP1 inhibitor	PLC-gamma1 inh	SIAE inh	ASAP1 inh	Tn6 DDE FP	ADAM10 inh	PLCb3 inh	ADAM17 inh	TDP2 inh
O=C(NC(Cc1ccccc1)C(=O)O)C1CCCCC1 (stereo not drawn)	0	2	0	1	-3	-1	-2	2	-3	2
COc1cccc(CNC(=O)CCC2CCCN(c3cc(C)nc(N4CCCC4)n3)C2)c1 (stereo not drawn)	-2	4	-1	1	9	8	3	2	-4	6
CC(=O)C1C(c2ccccc2Cl)NC(=O)NC1(O)C(F)(F)F (stereo not drawn)	-3	14	-1	5	-4	-3	-1	1	-1	4
Cc1c(CCCl)c(Cl)n2c(nc3ccccc32)c1C#N	-6	-16	-61	3	11	-4	-140	-75	-38	-12
CCOC(=O)C1CN(S(=O)(=O)c2ccc(C)cc2)C1	1	5	-2	0	6	0	-15	2	2	-1
Cc1nc2sc(C(c3ccccc3)N3CCN(c4ccccc4F)CC3)c(O)n2n1 (stereo not drawn)	4	0	0	0	-7	-1	11	-2	-3	-6
O=C1CCCc2c1nc(-c1ccc(F)cc1)n2O	-1	-6	-216	1	-5	7	-88	-292	-35	4
CCC1CCCCN1CCCNC(=O)c1ccc(CS(=O)(=O)c2ccccc2C)o1 (stereo not drawn)	4	-7	4	5	-4	5	1	-6	-4	0
CCOc1ccc(/C(O)=C2\C(=O)C(=O)N(CCOCCO)C2c2ccccc2OC)cc1 (stereo not drawn)	3	5	6	-1	-15	0	1	-1	-3	15
CC(=O)Nc1ccc(-c2ccnc3c2CC(C)(C(=O)NCc2ccco2)O3)cc1 (stereo not drawn)	-1	7	0	-4	4	-7	-14	1	-7	-3
CCC1(CC)Cc2ccccc2-c2nc(CN(C)C)[nH]c(=O)c21	2	-1	4	-4	15	0	-1	3	-1	8
Cc1cc(C)cc(Oc2coc3cc(O)ccc3c2=O)c1	-1	6	-375	1	4	-8	-297	-490	-126	8
O=C(N/N=C/c1ccc([N+](=O)[O-])o1)c1cn(-c2ccccc2)nc1-c1ccccc1	2	-2	-12	-5	5	-12	-2	-15	3	-13
Cn1c(=O)oc2cc(S(=O)(=O)NC3CCCCCCC3)ccc21	3	10	0	1	-4	-6	4	0	-4	-7
O=c1c(Cl)c(NCC2CCCO2)cnn1C12CC3CC(CC(C3)C1)C2 (stereo not drawn)	-2	12	12*	-4	5	-8	3	-1	-2	-22
Cc1ccc(NC(=O)CN(C)C(=O)COC(=O)[C@@H](NC(=O)c2ccccc2F)C(C)C)cc1	-2	-4	-2	8	-14	3	-4	-7	1	5
COc1ccc(-c2c(C(F)(F)F)oc3cc(OCC(=O)Nc4ccccc4C(F)(F)F)ccc3c2=O)cc1OC	-2	-5	1	-5	8	2	-6	3	-3	-2

Taken from above.
`CCOC(=O)C1CN(S(=O)(=O)c2ccc(C)cc2)C1` in ADAM10 inh shows -15
`COc1ccc(-c2c(C(F)(F)F)oc3cc(OCC(=O)Nc4ccccc4C(F)(F)F)ccc3c2=O)cc1OC` in ADAM10 inh shows -6
`O=C(N/N=C/c1ccc([N+](=O)[O-])o1)c1cn(-c2ccccc2)nc1-c1ccccc1` in ADAM10 inh shows -2
`Cc1nn(Cc2ccc(Cl)cc2)c(C)c1NC(=O)c1noc2c1CCc1ccccc1-2` in TDP2 inh shows -2
`N/C(=N\OC(=O)Cc1cccs1)c1ccc([N+](=O)[O-])cc1` in TDP2 inh shows 2

The listing continues:
SMILES	DDE Tn7 FP inh	ARFGAP1 inhibitor	PLC-gamma1 inh	SIAE inh	ASAP1 inh	Tn6 DDE FP	ADAM10 inh	PLCb3 inh	ADAM17 inh	TDP2 inh
O=C(c1ccc(N2C(=O)C3CCCCC3C2=O)cc1)N1CCCCC1 (stereo not drawn)	6	-8	1	3	-7	4	0	-1	-5	-3
O=C(CSc1nnc2ccccn12)Nc1ncc(Cl)cc1Cl	0	-1	6	3	10	2	4	2	1	1
COc1ccc(-c2sc3ccc(N4CCOCC4)cc3c2-c2ccc(OC)c(F)c2)cc1	7	-3	-17	4	23	0	-25	-25	-6	2
CN(CC(=O)Nc1ccccc1C(=O)NC1CC1)Cc1ccccc1F	-3	10	-2	7	-6	-7	-4	-8	-7	-1
COc1ccc(C2CCCN2C(=O)c2cccs2)cc1 (stereo not drawn)	-8	5	-2	2	-5	1	-7	1	-2	3
O=C1Nc2ccccc2C1=Nc1ccccc1-c1ccccc1	5	-6	4	4	-5	-9	-15	-3	-5	6
Cc1ccc(N2CC(C(=O)NNC(=O)c3ccc(F)cc3)CC2=O)cc1 (stereo not drawn)	-2	-6	-5	11	-10	8	-6	-7	-1	-5
CCCC(=O)OC[C@H]1CN(C2CCCC2)S(=O)(=O)c2c(Oc3ccc(F)cc3OC)cccc2O1	-5	10	0	-1	3	-4	12	2	3	0
Cc1cc2c(=O)[nH]c(N)nc2[nH]1	-6	12	0	7	1	0	-23	-5	1	-4
CC1(C)C2CC=C(/C=N/NC(=O)C(N)=O)C1C2 (stereo not drawn)	3	3	0	1	-1	6	8	-6	-3	-7
CCOc1ccc(C(=O)COC(=O)CN2C(=O)NC3(CCCCC3C)C2=O)cc1 (stereo not drawn)	6	3	1	-3	2	3	-7	-9	-9	7
Cc1cc(NC(=O)CSc2nc3ccccc3n2CC(C)C)no1	3	-16	3	15	-9	4	0	-6	-2	2
CCN(C(=O)COC(=O)CCCOc1ccccc1)c1c(N)n(Cc2ccccc2)c(=O)[nH]c1=O	4	-8	2	-2	-11	-11	-13	-1	-1	1
CC(=O)c1cc2c(cc1NC(=O)Cn1cnc3ccccc3c1=O)OCO2	-5	-2	-8	-5	-8	3	-15	-18	-7	-4
CCCCC(=O)Nc1nnc(C)s1	-1	-8	1	2	4	8	1	3	-3	-4
CN(C)CCCN(Cc1ccccc1)C(=S)NCc1ccccc1	0	10	-1	-11	6	-3	-9	-7	1	-7
Cc1oc(-c2ccc(Cl)cc2)nc1CN1CCCC(C(=O)NCCCN2CCCC2=O)C1 (stereo not drawn)	4	2	0	11	-10	0	-14	-3	-2	9
Cc1ccc(S(=O)(=O)N2CCN(C(=O)c3ccccn3)CC2)c(C)c1	3	-1	1	2	-6	1	-5	-3	-3	9
Cc1ccc(OCc2nc(-c3cccnc3)no2)cc1C	2	3	-4	-1	-14	-1	-5	-1	-5	-5
O=c1cc(C(F)(F)F)[nH]c(=O)n1C1CCCCC1	2	4	-2	-2	-6	-6	-5	-1	-3	1
Cc1cccnc1NC(=O)c1ccc(S(=O)(=O)N2CC(C)OC(C)C2)cc1 (stereo not drawn)	-1	0	-1	-3	5	-6	-6	-2	-2	-8
O=C1COc2ccc(S(=O)(=O)NCc3ccccc3)cc2N1	-10	5	1	7	-3	0	-2	-10	-3	1
Cn1cccc1C(=O)NS(=O)(=O)c1ccccc1Cl	1	-4	1	-7	-16	-5	-2	0	2	-4
COc1ccc(CN(C(=O)c2ccc(C)cc2)C2CCS(=O)(=O)C2)cc1 (stereo not drawn)	1	0	0	2	0	-2	-5	-6	-1	-10
O=c1nc2c(-c3ccccc3F)n[nH]n2c2ccccc12	5	-4	-97	3	-5	3	-78	-117	-28	1
Cc1ccc2[nH]c(=O)c3cc(C(=O)N(C)C4CCCCC4)sc3c2c1	-2	-7	-6	-2	-8	10	-31	-15	-11	8
O=C(CN1C(=O)NC2(CCc3ccccc32)C1=O)c1ccc(Cl)cc1 (stereo not drawn)	0	8	-3	2	2	-3	-3	-6	-3	-4
O=C(OCC(=O)N1CCCC1)c1ccccc1OCc1ccccc1	4	1	2	5	-3	3	-14	2	-8	2
Clc1ccc(SCc2cn3cccnc3n2)cc1	0	5	-21	-1	4	-5	-2	-18	-3	2
Cc1ccc(-c2c(C)sc3nc[nH]c(=O)c23)cc1C	3	2	-5	-4	-16	-7	0	-11	2	-3
COc1ccc(C(CCO)NC(=O)c2cccs2)cc1OC (stereo not drawn)	0	8	2	-6	-1	-4	3	4	-1	-13
Cc1ccccc1-n1ccnc1SCC(=O)Nc1cccc(S(=O)(=O)NC2=NCCC2)c1	-2	1	2	-7	2	-4	-5	-3	1	-2
